aSyn yeast inh = rescues yeast growth from alpha-synuclein toxicity; Potency, µM (highest dose often 46.1 µM), for the others: at the highest dose growth rescue (activation), actives largely listed as activators; 370,000 compounds, 0.14% hits; Yeast expressing alpha-synuclein, growth rescue, BacTiter-Glo, 24 h; AID 652106; note: potency is the fitted concentration of half-maximal effect; % of control where 0% means no effect; nearly all actives have a fitted effect of over 65% in size
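Screening used galactose-induced yeast with toxic alpha-synuclein levels, exposed to compound for 24 hr at 30 deg C. Cell growth, read with BacTiter-Glo luminescence, gave the measured signal.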
EPAC1 ag = activates human EPAC1 exchange factor | 360,000 compounds, 0.073% hits | EPAC1 agonist qHTS, biochemical assay; response scale: 100% = response to 6.5 mM cAMP | Potency, µM (highest dose often 154 µM), inactives show top-dose activation, usual class: activators | AID 720707 | O95398; note: potency is the fitted concentration of half-maximal effect; nearly all actives have a fitted effect of over 60% in size
Target sequence (O95398 whole entry, looked up): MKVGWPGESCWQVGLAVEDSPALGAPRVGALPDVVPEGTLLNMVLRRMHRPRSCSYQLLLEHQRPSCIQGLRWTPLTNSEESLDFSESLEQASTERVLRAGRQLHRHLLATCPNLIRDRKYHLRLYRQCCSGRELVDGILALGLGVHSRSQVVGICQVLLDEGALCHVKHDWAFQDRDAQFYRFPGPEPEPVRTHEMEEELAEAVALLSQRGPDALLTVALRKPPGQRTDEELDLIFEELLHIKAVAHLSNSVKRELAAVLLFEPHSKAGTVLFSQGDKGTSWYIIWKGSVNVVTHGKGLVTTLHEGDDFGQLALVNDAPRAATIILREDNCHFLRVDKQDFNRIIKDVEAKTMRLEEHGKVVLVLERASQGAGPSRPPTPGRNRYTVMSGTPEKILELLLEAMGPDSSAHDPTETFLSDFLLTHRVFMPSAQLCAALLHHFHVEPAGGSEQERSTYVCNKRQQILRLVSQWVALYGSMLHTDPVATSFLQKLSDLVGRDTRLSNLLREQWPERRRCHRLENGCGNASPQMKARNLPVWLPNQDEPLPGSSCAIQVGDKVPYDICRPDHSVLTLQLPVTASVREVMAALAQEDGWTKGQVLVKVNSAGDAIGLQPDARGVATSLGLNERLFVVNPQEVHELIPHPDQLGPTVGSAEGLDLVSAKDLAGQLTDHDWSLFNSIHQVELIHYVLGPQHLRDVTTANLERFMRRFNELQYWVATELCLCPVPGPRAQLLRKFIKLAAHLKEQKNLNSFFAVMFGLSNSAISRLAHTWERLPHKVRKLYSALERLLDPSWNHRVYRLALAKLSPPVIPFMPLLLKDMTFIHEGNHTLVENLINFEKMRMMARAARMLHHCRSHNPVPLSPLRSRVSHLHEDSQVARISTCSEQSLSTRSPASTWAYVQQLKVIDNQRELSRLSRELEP
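Fluorescent GDP-exchange assay: 100 nM EPAC1 with 250 nM Rap1B preloaded with BODIPY-GDP and 50 uM GDP; compounds tested as concentration series, 5 min at room temperature, then read every 5 min for 30 min (ex 480/em 540 nm); normalized to 6.5 mM cAMP.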
IL-2 act = activators of IL-2 | IL-2 activation reporter assay, cell-based qHTS; stimulated with anti-CD3/CD4/CD28 beads; in transgenic mouse T cells | AID 652025 | 360,000 compounds, 0.065% hits | activation, % (series mostly up to about 46 µM); in the data active = activation above about 50%; inconclusive = mostly about 30% to 49%; note: 0% is about no effect
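Readout is EGFP and DsRed signal by fluorescent plate cytometry after 18 h at 37 degrees C. Transgenic mouse T cells (750/well) received compound for 60 min before bead stimulation (anti-CD3, anti-CD4, anti-CD28); memory T cells served as non-tolerant control.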
PI5P4K alpha inh = blocks human PI5P4K alpha kinase activity; AID 652105; max response, %; PI5P4Kalpha enzyme, ADP-Glo luminescence, 60 min; hits give low values; 330,000 compounds, 1.2% hits; active = max response of -50% or lower; inconclusive = between -30% and -50%; inactive = -30% or higher; note: value at the top dose of about 77 µM; % is set by controls: 0 for no effect and ±100 for the full control effect
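Single end-point luminescence (ADP-Glo) quantified ADP from PI5P4Kalpha turnover; ATP 5 microM final, 1 h at RT, 0.1% CHAPS and 0.28 mM EGTA in HEPES pH 7.4.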
PLK1 PBD block = blocks phosphopeptide binding to human PLK1 polo-box domain | Plk1 PBD binding of FITC phosphopeptide, fluorescence polarization | Potency, µM, without a hit: max response, negative = inhibition, hits mostly inhibitors | 360,000 compounds, 2.8% hits; note: potency is the fitted concentration of half-maximal effect; series mostly up to about 57 µM; % is set by controls: 0 for no effect and ±100 for the full control effect; nearly all actives have a fitted effect of over 65% in size
Abeta yeast res = restores growth of yeast expressing A-beta42 peptide. AID 1347071. Potency, µM (series often up to 46.1 µM), for the others: at the top dose growth rescue, most hits filed as activators. 410,000 compounds, 0.063% hits. yeast expressing A-beta42, growth rescue, OD600, 48 h; response scale: 0% DMSO, 100% iron-clioquinol control; note: potency is the fitted concentration of half-maximal effect; nearly all actives have a fitted effect of over 55% in size
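Yeast growth medium received pinned compounds, then yeast cells expressing toxic A-beta were added; plates incubated at 30 C for 48 hr. Growth read as absorbance at 600 nm, normalized to DMSO and equimolar FeCl3 plus clioquinol controls.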
WRN helicase inh = blocks human WRN helicase. Potency, µM (doses to about 114 µM), for the others: at the highest dose activity change, negative = inhibition, actives largely listed as inhibitors. 360,000 compounds, 0.46% hits. WRN helicase unwinding, fluorescent forked duplex, kinetic. AID 651768; note: potency is the fitted concentration of half-maximal effect; % is set by controls: 0 for no effect and ±100 for the full control effect; nearly all actives have a fitted effect of over 55% in size
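Kinetic fluorescence helicase assay: unwinding of a quenched forked DNA duplex (100 nM final) with 2 mM ATP final raises red fluorescence (525/598 nm). Compounds sat 15 min at room temperature with 20 nM WRN beforehand.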
EPAC1 antag = blocks human EPAC1 exchange factor | O95398 | EPAC1 GEF assay, Rap1b-BODIPY-GDP exchange fluorescence | Potency, µM (doses to about 115 µM), for inactives: at the highest dose activity change, negative = inhibition, usual class: inhibitors | 360,000 compounds, 0.14% hits | AID 720709;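 note: potency is the fitted concentration of half-maximal effect; plate controls were vehicle for no effect and positive control for full effect; nearly all actives have a fitted effect of over 50% in size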
FUS suppressor = FUS proteinopathy suppression in yeast | S. cerevisiae FUS-expressing, growth rescue, OD600, 24 h | AID 1347120 | 390,000 compounds, 0.24% hits | Potency, µM (series often up to 76.6 µM), without a hit: at the top dose growth rescue (activation), usual class: activators;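 note: potency is the fitted concentration of half-maximal effect; plate controls were DMSO vehicle for no effect and reference control for full effect; nearly all actives have a fitted effect of over 55% in size; some results filed as inactive show a strong effect at the top dose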
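Toxicity suppression screen in FUS-yeast. Cells induced with 2% galactose, starting OD 0.005, treated 24hr at 30C with compounds at multiple final concentrations; growth by OD600.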
The depositor's hits bear a star; ? = inconclusive; . = not tested or not shown; & = joins results of further samples; [ ] = dose if it differs, or a comment. Unless noted, calls come from the whole dose curve; as a rule, active = well fitted curve in the direction sought with a large enough effect; inconclusive = small, poorly fitted or top-dose-only effect, or another doubt; inactive = no such curve, though single readings can be large; an effect the other way counts as inactive or inconclusive.

SMILES | aSyn yeast inh | EPAC1 ag | IL-2 act | PI5P4K alpha inh | PLK1 PBD block | Abeta yeast res | WRN helicase inh | EPAC1 antag | FUS suppressor
COC(=O)[C@@H]1N=C(c2ccc(OC)cc2)O[C@]12C(=O)N(Cc1ccc(OC)cc1)c1ccccc12 | 2% | -5% | -0.8 | 11 | -18% | -25% | -6% | -5% | 14µM*
CC(C)(C)n1nnnc1C(C1CC1)N1CCC(n2c(=O)[nH]c3ccccc32)CC1 (configuration not stated) | -8% | 4% | 0.0 | -2 | 6% | -4% | -6% | 12% | -25%
Clc1ccccc1CN1CCN(c2cccc3[nH]ccc23)CC1 | -5% | -10% | -2.5 | -5 | 0% | -5% | 2% | -10% | 12%
CSc1nnc([C@@H](N)Cc2c[nH]c3ccccc23)o1 | -3% | 10% | 2.6 | 2 | 1% | 3% | 9% | -9% | 14%
CN1OCC2Cn3c(nc4ccccc43)C21 (configuration not stated) | 0% | -13% | -2.9 | -2 | 0% | 11% | -33% | 6% | -21%
Cc1c(C)c2ccc(OCC(=O)N3CCN(Cc4ccccc4)CC3)cc2oc1=O | 4% | -10% | 0.1 | -4 | 3% | -2% | -6% | 0% | -14%
CC(Cl)(Cl)/C(=N/P(=S)(N1CCOCC1)N1CCOCC1)N1CCOCC1 | 1% | 6% | 0.6 | 1 | -8% | 10% | 0%[11.6 µM] | -3% | 7%
Cc1cccc(C)c1-n1nnnc1C(c1cccs1)N1CCC2(CC1)C(=O)NCN2c1ccccc1 (configuration not stated) | 7% | . | -0.8 | 4 | 5% | -5% | 0% | -2% | ?
NC(N)=N/N=C/c1cn(-c2ccccc2)nc1-c1cccs1 | -10% | 3% | -1.1 | 2 | 1% | -49%[inhibitor] | 39%[activator] | -6% | 6%
CCOC(=O)c1ccc2[nH]c(-c3ccc(S(=O)(=O)F)cc3)cc(=O)c2c1 | 3% | -1% | 0.7 | 1 | -9% | 0% | 15% | 9% | -4%
CCC(=O)N1CC(=O)Nc2ccc(Br)cc2C1c1ccccc1 (configuration not stated) | -4% | -12% | -0.1 | 2 | -9% | -8% | -1% | -24% | 17%
CCc1c(C)nc(N)nc1N1N=C1SCC(=O)OC | 0% | -1% | -0.4 | 5 | -8% | -4% | 1% | -23% | 27%
C#C[C@@]1(O)CCC2C3CCC4=C/C(=N/OCC(=O)NC(CCC(N)=O)C(=O)O)CC[C@]4(C)C3CC[C@@]21C (some centres not stated) | 2% | -11% | -0.9 | 0 | -2% | 2% | 5% | -6% | -12%
Cc1ccc(N2C(=O)NC(=O)C3(Cc4ccccc4N4CCCC43)C2=O)cc1 (configuration not stated) | 2% | 10% | 2.1 | 2 | -7% | 15% | -9% | -6% | ?
CC(C)OP(=O)(OC(C)C)C(O)c1cccnc1 (configuration not stated) | -1% | 9% | 1.1 | -11 | -7% | 2% | -29%[57.1 µM] | 14% | -18%
COc1ccccc1CC1/C(=N/O)C2CCN1CC2 (configuration not stated) | -3% | 0% | -2.2 | . | -3% | 6% | -4% | 13% | -3%
O=C(Cc1ccc(Cl)c(Cl)c1)NCC1(N2CCOCC2)CCCCC1 | 1% | 13% | -0.4 | 3 | -15% | 5% | -2% | -20% | -34%
COP(=O)(OC)C(NC(C)=O)C(Cl)(Cl)Cl (configuration not stated) | -2% | 1% | -0.6 | 2 | -13% | -18% | -1% | -2% | 14%
Cc1ccc(OCC(=O)NCCN2CCN(C(=O)COc3ccc(C)cc3)CC2)cc1 | -3% | -2% | 0.9 | 5 | -6% | 1% | 11% | 8% | 4%
Cc1[nH]c2ccccc2c1CN1CCCCC1 | 11% | 21% | -0.7 | -7 | -8% | 16% | -6% | 11% | .
Cc1[nH]c2ccccc2c1C1=CCNCC1 | 9% | 5% | -0.9 | . | -6% | 7% | -1% | 2% | 39%
Cc1ccc(NP(=O)(Nc2ccc(C)cc2)Oc2ccccc2)cc1 | 26% | -7% | -2.5 | 1 | -8% | ? | -12% | -9% | 14%
CN(C)CCN=Cc1c(O)n(Cc2ccc3c(c2)OCO3)c(=S)[nH]c1=O | -1% | 4% | 0.1 | -20 | -2% | 2% | -6% | -8% | 21%
CNC(=O)Oc1ccc(-c2cn3cc(C)ccc3n2)cc1 | -1% | -17% | -0.3 | -4 | -13% | -31% | 10% | -12% | .
CCOC(=O)CNC(=O)N1Cc2cc(N3CCCCC3)ccc2-n2nncc2C1 | -1% | 10% | 0.7 | 8 | -4% | 1% | -1% | 5% | -7%
O=C(c1cc(S(=O)(=O)N2CCCCC2)ccc1F)N1CCC2(CC1)OCCO2 | -6% | 0% | -3.1 | . | 0% | 7% | 0% | 6% | -9%
OC(CNCCc1c[nH]c2ccccc12)C(F)(F)F (configuration not stated) | -7% | -3% | -2.8 | -3 | -17% | 6% | -5% | -18% | -11%
CCCCn1c(N)c(C(=O)NCCN2CCOCC2)c2nc3ccccc3nc21 | -5% | -2% | -2.0 | 26 | -8% | -2%[9.22 µM] | -33% | -30% | -23%
CCOc1ccccc1NC(=O)Cn1c(=O)oc2ccccc21 | ? | 17% | 1.7 | -5 | -15% | 0%&-11% | -6% | 7% | 7%&-9%
C/C=C/CC1(CC)C(=O)NC(=S)NC1=O | 2% | 11% | 0.6 | 3 | -8% | 3% | 1% | 1% | -27%
O=C(c1c[nH]c2ccc(S(=O)(=O)N3CCOCC3)cc2c1=O)N1CCC2(CC1)OCCO2 | -4% | 1% | -2.6 | 3 | -12% | 6% | 3% | 5% | 23%
O=C(NN=Cc1ccc(N(CCCl)CCCl)cc1)c1cccnc1 | 10% | -10% | 1.4 | 3 | -1% | 5% | 3% | ? | -4%
COc1ccc(CCn2c(O)c(/C=N/N3CCCCC3)c(=O)[nH]c2=O)cc1OC | 3% | 5% | -0.5 | 2 | -6% | -2% | -35%[57.1 µM] | 2% | 9%
COCCn1c(-c2ccccc2)cc(C(=O)O)c1C | 19% | 7% | 10 | -14 | 24µM* | -6% | 1% | 0% | 15%
C=Cn1ccnc1P(=S)(c1cc(N(CC)CC)ns1)c1nccn1C=C | 1% | 7% | -1.2 | . | -12% | -20% | -10% | -13% | 11%
CCOC(=O)[C@]12Cc3c(cc(OC)c(OC)c3OC)[C@H]1N(C(C)C)C(=O)c1ccccc12 | -13% | 5% | 0.4 | -2 | 13µM* | -2% | -4% | -2% | 27%
O=C1NC(=O)C2(CCCc3ccc(N(CCCl)CCCl)cc32)N1 (configuration not stated) | 3% | 13% | -1.0 | 1 | -7% | -3% | -10% | -5% | 23%
C[C@]12CCC3C(CC[C@H]4C[C@@H](O)CC[C@]34C)C1=CC[C@@H]2O (some centres not stated) | -3% | -4% | -2.7 | -3 | -3% | -44%[inhibitor] | 14% | -2% | -23%
Cc1ccc(N=Nc2cc(C)ccc2N)cc1 | -18% | -14% | -1.2 | 1 | -12% | -22% | 0% | ? | -4%
COC(=O)C1=C(c2ccc3ccccc3c2)C[C@@H]2CC[C@H]1N2C(=O)N1CCC(O)CC1 | 7% | 1% | -0.6 | -4 | 11% | 4% | -4% | -7% | 37%
COc1ccc(S(=O)(=O)N2Cc3cnnn3-c3ccccc3C2C#N)cc1 (configuration not stated) | -2% | -2% | 0.1 | -17 | -13% | -11% | 2% | 20% | -15%
COc1cc(OC)c2c(c1)OCC1CON(C)C21 (configuration not stated) | -10% | 7% | 0.3 | 3 | -5% | 20% | 0% | 11% | 2%
O=C1NCN(c2ccccc2)C12CCN(C(CCc1ccccc1)c1nnnn1Cc1ccccc1)CC2 (configuration not stated) | 3% | 0% | -0.8 | -5 | -3% | -7% | 1% | 12% | ?
O=C(Cc1ccccc1)OCCNC(=O)c1cccnc1 | 3% | 4% | -0.3 | . | -4% | 4% | 2% | -3% | 0%
CC(=O)O[C@H]1CC[C@@]2(C)C(=CC[C@H]3[C@@H]4CC[C@H](C(C)=O)[C@@]4(C)CC[C@@H]32)C1 | -4% | -35%[inhibitor] | 0.2 | 0 | -16% | -14% | 3% | -8% | -29%
CN1CCN(Cc2ccc(N)cc2)CC1 | 6% | 5% | -0.4 | 1 | 7% | 0% | 0% | 16% | -23%
COCCOC(=O)C1=C(C)OC(N)=C(C(=O)OC)C12C(=O)Nc1ccccc12 (configuration not stated) | 3% | 0% | -0.7 | . | -4% | 17% | -12% | -8% | 17%
CCOC(=O)C1(c2ccccc2)CCN(CC(=O)c2ccc(NC(C)=O)cc2)CC1 | 4% | 2% | -0.4 | -13 | -26% | 10% | -3% | 1% | 13%
COC(=O)C1=C(c2ccc(F)cc2F)C[C@@H]2CC[C@H]1N2C(=O)NCc1ccc(C(F)(F)F)cc1 | 1% | -11% | -2.0 | 12 | 4% | 8% | -9% | -9% | ?
CC[N+](CC)(CC)CC | 1%&-5% | -15% | 0.3 | 0 | -19% | -20% | -3% | -13% | -24%
Remaining list, next part:
SMILES | aSyn yeast inh | EPAC1 ag | IL-2 act | PI5P4K alpha inh | PLK1 PBD block | Abeta yeast res | WRN helicase inh | EPAC1 antag | FUS suppressor
CCN1CCN(C(=O)COc2ccc(S(=O)(=O)N3CCOCC3)cc2Cl)CC1 | -3% | -5% | -2.7 | -7 | -7% | -4% | -1% | 15% | 22%
COc1ccccc1C1=NCc2nnc(C)n2-c2ccc(Cl)cc21 | 0% | 6% | -1.6 | -4 | 2% | 4% | -10% | 0% | .
CCC(C)c1ccc(N2C(=O)NC(=O)/C(=C/c3cccn3CCOc3ccc(C)cc3)C2=O)cc1 (configuration not stated) | -1% | . | 0.5 | -58* | -27% | -2% | -2%[11.6 µM] | 45µM* | -11%
CCN(CC)P(=S)(c1c(C)nc2ccccn12)c1c(C)nc2ccccn12 | -2% | 6% | -0.7 | -14 | 5.3µM* | -97%[inhibitor] | 0% | -5% | 12%

This is a subset; rates above refer to the full screens.
